Screening data as filed in PubChem BioAssay.
CBFb RUNX1 block – CBF-beta/RUNX1 interaction disruption. 230,000 tested, under 10 active. Potency, µM (doses to about 59.8 µM), for the others: at the top dose activity, negative = inhibition, hits mostly inhibitors. AID 1477. AlphaScreen CBFb-His/RUNX1-biotin binding, biochemical. Q01196+Q13951; note: % of control where 0% means no effect
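AlphaScreen binding: CBFb-His and RUNX1-biotin (30 nM each) preincubated 20 min, compound added for 15 min, then nickel and streptavidin beads for 90 min, all at room temperature. Disruption of the interaction by any mechanism counts as activity.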
IMPase Li cell – cell-permeable IMPase inhibitors with lithium potentiation | CHO-M1 cells, IP1 TR-FRET (IP-One), carbachol + lithium | Potency, µM (series often up to 59.4 µM), for inactives: at the highest dose activity, negative = IMPase inhibition, most hits filed as inhibitors | 210,000 compounds, 0.35% hits;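 note: IP1 builds up when IMPase is blocked and the TR-FRET signal falls; potency is the fitted concentration of half-maximal effect; plate controls were basal vehicle for no effect and high inhibitor control for full effect; nearly all actives have a fitted effect of over 50% in size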
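Readout is a homogeneous TR-FRET IP1 immunoassay (Ex 320, Em 665 and 620), where raised cytosolic IP1 lowers signal. Cells were CHO-M1 treated 30 min at 37C with test compounds plus a little lithium; AC50 values came from Hill-equation fitting.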
Epigenetic derep – regulators of epigenetic silencing causing reporter derepression in mouse cells; murine LDR cells, GFP reporter derepression, 30 h; Potency, µM (titrated, usually from 53.9 µM), inactives show top-dose GFP activation, most hits filed as activators; 280,000 compounds, 0.2% hits; note: potency is the fitted concentration of half-maximal effect; % of control where 0% means no effect; nearly all actives have a fitted effect of over 60% in size
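Murine LDR cells carrying a silenced, genomically integrated CMV-driven GFP reporter were exposed to compound for 30 hours at 37 C. After PBS washes, GFP-positive cells (20–120 um objects) were counted by laser-scanning microplate cytometry.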
aGal spleen mod – inhibits or activates alpha-galactosidase in human spleen homogenate; Potency, µM (top dose mostly 80 µM), without a hit: top-dose activity change, negative = inhibition, hits mostly inhibitors; 240,000 compounds, 0.008% hits; human spleen homogenate, 4MU-alpha-Gal fluorescence, 40 min;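 note: potency is the fitted concentration of half-maximal effect; 0% = enzyme with vehicle and -100% = no enzyme basal signal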
Target sequence (P06280 32-429 limits assumed): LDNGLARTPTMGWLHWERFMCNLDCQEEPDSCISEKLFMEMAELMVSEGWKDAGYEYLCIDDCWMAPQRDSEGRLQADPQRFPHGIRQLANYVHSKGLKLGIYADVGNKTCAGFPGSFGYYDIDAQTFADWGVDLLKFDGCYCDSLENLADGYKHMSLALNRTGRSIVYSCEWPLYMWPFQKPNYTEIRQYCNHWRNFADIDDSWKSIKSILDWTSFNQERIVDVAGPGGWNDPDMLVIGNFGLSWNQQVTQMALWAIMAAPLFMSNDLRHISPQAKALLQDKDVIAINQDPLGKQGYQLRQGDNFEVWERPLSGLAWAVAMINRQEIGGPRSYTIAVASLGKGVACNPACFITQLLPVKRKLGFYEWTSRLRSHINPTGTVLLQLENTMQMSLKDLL
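Human spleen homogenate (1 ug) as enzyme source, 4-methylumbelliferyl-alpha-D-galactopyranoside 1 mM final, citrate/phosphate pH 5.0 with 0.01% Tween-20. Compounds 40 min at 37C, NaOH/glycine stop; fluorescence Ex 365/Em 440, Hill-fit AC50.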
NPSR antag – blocks cAMP signaling of the human neuropeptide S receptor | Potency, µM (top dose mostly 38.3 µM), for the others: at the highest dose activity change, negative = inhibition, actives largely listed as inhibitors | AID 1461 | 220,000 compounds, 1% hits | Q6W5P4 | CHO-NPSR cells, cAMP TR-FRET, antagonist mode; note: potency is the fitted concentration of half-maximal effect; % is set by controls: 0 for no effect and ±100 for the full control effect; nearly all actives have a fitted effect of over 50% in size; many of its hits are not listed in these tables
Target sequence (Q6W5P4 whole entry, looked up): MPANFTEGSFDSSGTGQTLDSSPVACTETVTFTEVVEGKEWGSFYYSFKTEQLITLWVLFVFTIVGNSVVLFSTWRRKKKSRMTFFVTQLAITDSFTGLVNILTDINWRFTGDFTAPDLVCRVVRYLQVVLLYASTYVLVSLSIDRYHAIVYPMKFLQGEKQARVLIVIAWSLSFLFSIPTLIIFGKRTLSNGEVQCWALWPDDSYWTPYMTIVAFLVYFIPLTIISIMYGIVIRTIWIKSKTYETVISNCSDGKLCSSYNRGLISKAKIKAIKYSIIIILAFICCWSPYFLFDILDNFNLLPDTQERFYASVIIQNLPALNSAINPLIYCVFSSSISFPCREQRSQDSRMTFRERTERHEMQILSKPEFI
Luc counter – Kinase-Glo luciferase inhibition (counter-screen). Q27757. 200,000 compounds, 0.28% hits. Kinase-Glo luciferase, ATP luminescence, 8 min. Potency, µM (highest dose often 38.3 µM), without a hit: at the highest dose activity change, negative = inhibition, usual class: inhibitors; note: potency is the fitted concentration of half-maximal effect; % is set by controls: 0 for no effect and ±100 for the full control effect; nearly all actives have a fitted effect of over 60% in size
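Compounds were added to a substrate mix at pH 7.2 (50 mM imidazole, 10 uM ATP, within the enzyme's linear range), followed by Kinase-Glo detection reagent; luminescence was measured after 8 minutes at ambient temperature.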
LMNA splice mod – changes lamin A minigene splicing in HeLa cells. HeLa LMNA splicing GFP/RFP minigene ratio, 48 h. Potency, µM (highest dose often 46.1 µM), without a hit: top-dose ratio change, negative = inhibition, most hits filed as inhibitors. 200,000 compounds, 0.01% hits. AID 1487; active = well fitted inhibition curve with a large enough effect in the signal ratio, with a control signal flat, not every such curve was filed as active; inconclusive = small, poorly fitted or top-dose-only effect, or effect the other way, or a change in a side signal; the % refers to the signal ratio; note: potency is the fitted concentration of half-maximal effect; % is set by controls: 0 for no effect and ±100 for the full control effect
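S3 HeLa cells stably expressing lamin A-EGFP splicing minigene plus DsRed2, 600 cells/well, 48 h compound exposure at 37C. Laser-scanning cytometry; analysed as GFP (500-530 nm)/RFP (575-640 nm) total intensity ratio; 0.5% DMSO vehicle.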
Starred values were filed as active, the others as inactive; ? = inconclusive; · = not tested or not shown; [ ] = another dose, or the depositor's remark. Unless noted, calls come from the whole dose curve; as a rule, active = well fitted curve in the direction sought with a large enough effect; inconclusive = small, poorly fitted or top-dose-only effect, or another doubt; inactive = no such curve, though single readings can be large; an effect the other way counts as inactive or inconclusive. The list is partial (hit frequency here may not be typical).

1	CCOC(=O)c1cnn(-c2ccc(F)cc2)c1N
2	COc1ccc(OC)c(-c2cc(C(=O)N3CCc4ccccc4C3)no2)c1
3	CCN(CC)CCNC(=S)Nc1ccc(F)cc1
4	COc1cc2c(cc1OC)CN(C(=O)c1cccc(S(=O)(=O)N(C)C)c1)CC2
5	Cn1nnc2c[n+](CC(=O)c3ccc(Cl)cc3)cc(Br)c21
6	COC(=O)CN1C(=O)CC(C)(C)Sc2ccccc21
7	CN(CCN1CCc2ccccc2C1)Cc1nc(Cc2ccccc2F)no1
8	CCOC(=O)c1sc2nc(C)nc(Nc3ccc(OC)cc3)c2c1C

assay / compound	1	2	3	4	5	6	7	8
CBFb RUNX1 block	3%	7%	0%	-3%	-9%	-3%[2.36 µM]	0%	1%
IMPase Li cell	4%	-3%[38.3 µM]	6%	·	·	3%	·	-16%
Epigenetic derep	1.3%	0.0%	6.1%	-1.0%	18%	-1.6%	-5.9%	?
aGal spleen mod	-2%	-19%	-9%	10%	4%	-3%	-5%	4%
NPSR antag	7%	?	13%	-2%	11%	7%	15%	-18%
Luc counter	-2%	1%	-1%	·	·	0%	·	-3%
LMNA splice mod	-8%[46 µM]	-7%	·	·	·	?	·	·

9	Oc1cc2ccccc2cc1-c1n[nH]c(=S)n1Cc1ccco1
10	COc1ccc(C2C(C(=O)Nc3cccnc3)=C(C)Nc3nc(-c4cccs4)nn32)cc1OC (stereo not given)
11	Cc1cccc(C(=O)NN(C)c2nc(-c3ccccc3)nnc2C(F)(F)F)c1
12	O=C(Nc1ccc(Cl)c(C(F)(F)F)c1)C1CCCN(S(=O)(=O)c2cnc[nH]2)C1 (stereo not given)
13	Cc1cc(CNC(=O)c2cccc([N+](=O)[O-])c2C)c2ccccc2n1
14	Nc1nc(SCC(=O)N2CCc3ccccc3C2)[nH]c(=O)c1-c1ccccc1
15	Cc1ccc(NC(=O)c2ccc(NS(=O)(=O)c3c(C)noc3C)cc2)cc1C
16	CN(Cc1ccccc1)C(=O)COC(=O)c1ccc(Cl)cc1N

assay / compound	9	10	11	12	13	14	15	16
CBFb RUNX1 block	-19%	-7%	7%	4%	2%	5%	6%	15%
IMPase Li cell	3%	27%[38.3 µM]	2%[38.3 µM]	11%[38.3 µM]	9%	26%[38.3 µM]	22%[38.3 µM]	5%
Epigenetic derep	-0.4%	0.0%	2.1%	-1.2%	-1.1%	4.3%	0.0%	-0.1%
aGal spleen mod	16%	-3%	-4%	4%	-2%	1%	5%	9%
NPSR antag	37%	-17%[46.1 µM]	-4%[46.1 µM]	16%[46.1 µM]	-7%	-4%[46.1 µM]	-6%[46.1 µM]	-25%
Luc counter	-2%	0%	0%	-1%	7%	-1%	2%	0%
LMNA splice mod	?	-11%	16%	13%	5%[9.22 µM]	-4%	-7%	-5%[9.22 µM]

17	NS(=O)(=O)c1cccc(NC(=O)c2cc(-c3cccs3)nc3ccccc23)c1
18	CS(=O)(=O)NCc1nnc(SCc2ccccc2C(F)(F)F)o1
19	Cc1c(NC(=O)CSc2cccc3cccnc23)c(=O)n(-c2ccccc2)n1C
20	CCOCCCNC(=O)c1ccc2c(c1)OCO2
21	Nc1nc(Cl)cc(-c2ccccc2)n1
22	O=C(C1=NNCC1c1ccccc1)C1CO1 (stereo not given)
23	O=C(O)/C(=C\c1cccs1)c1ccc(F)cc1
24	COc1cc(OC)c(-c2nc3cnccc3n2C)cc1OC

assay / compound	17	18	19	20	21	22	23	24
CBFb RUNX1 block	12%	9%	-28%	2%	6%	-4%	9%	4%
IMPase Li cell	·	17%[38.3 µM]	-2%[38.3 µM]	19%[38.3 µM]	3%	3%	-4%	3%[38.3 µM]
Epigenetic derep	-0.3%	1.8%	?	-1.1%	3.0%	-1.8%	-0.3%	-1.7%
aGal spleen mod	10%	7%	-8%	-1%	4%	-6%	-12%	9%
NPSR antag	33%	4%[46.1 µM]	-10%[46.1 µM]	-4%[46.1 µM]	3%	4%	-14%	-3%[46.1 µM]
Luc counter	·	12%	12%	0%	2%	-4%	·	2%
LMNA splice mod	·	-2%	8%	-3%	6%[46 µM]	7%	·	-3%

25	C=CCSc1nnc(CNC(=O)c2ccccc2C)n1C(C)C
26	O=C(Nc1ccc(N2CCN(C(=O)c3ccco3)CC2)cc1)c1ccco1
27	CCc1ccc(N2CC(C(=O)Nc3ccc(C)c(S(=O)(=O)N4CCOCC4)c3)CC2=O)cc1 (stereo not given)
28	Nc1nc(N)nc(-c2ccccc2)n1
29	CCNC(=S)Nc1ccc(OC(F)(F)F)cc1
30	Cc1c(-c2nc(N)nc(Nc3ccc(F)cc3)n2)oc2ccccc12
31	COc1cc(NC(C)=O)ccc1-c1cc2ccccc2oc1=O
32	CCNc1nc(NCC)nc(N/N=C(\C)c2ccc(OC)cc2)n1

assay / compound	25	26	27	28	29	30	31	32
CBFb RUNX1 block	4%	-18%	1%	3%	-1%	12%	8%	-23%
IMPase Li cell	-5%	1%	39%[activator][38.3 µM]	15%[38.3 µM]	0%	45%[activator][38.3 µM]	-7%	15%
Epigenetic derep	1.2%	-0.2%	3.3%	0.0%	-3.0%	-1.0%	-0.1%	-1.5%
aGal spleen mod	2%	9%	-14%	2%	6%	-2%	-10%	-9%
NPSR antag	14%	-5%	0%[46.1 µM]	-11%[46.1 µM]	11%	-29%[46.1 µM]	15%	-6%
Luc counter	2%	-8%	0%	-3%	0%	0%	0%	-2%
LMNA splice mod	1%[46 µM]	10%[46 µM]	?	16%	?	?	·	?

(further entries)
Codes: A = CBFb RUNX1 block; B = IMPase Li cell; C = Epigenetic derep; D = aGal spleen mod; E = NPSR antag; F = Luc counter; G = LMNA splice mod
33	Cc1ccc(/C=N/NC(=O)c2cccc(S(=O)(=O)N3CCOCC3)c2)o1
  A: 5% | B: 5% | C: -0.5% | D: -5% | E: -9% | F: 1% | G: -7%[46 µM]
34	O=C(CSc1nc2ncc(Cl)cc2[nH]1)c1ccc2c(c1)OCO2
  A: 5% | B: · | C: -1.7% | D: -4% | E: -39% | F: · | G: ·
35	C=CCNC(=O)CSc1ccc(Cl)cc1
  A: 3% | B: 16%[38.3 µM] | C: 0.0% | D: -8% | E: -5%[46.1 µM] | F: 7% | G: 3%
36	Cc1cccn2cc(-c3cc4ccccc4oc3=O)nc12
  A: 3% | B: -9% | C: 1.1% | D: -12% | E: -2% | F: ? | G: ·
37	CCc1nnc(NC(=O)c2ccc3nc(CC)c(CC)nc3c2)s1
  A: 5% | B: 6% | C: -1.4% | D: 5% | E: -9% | F: -1% | G: -11%[46 µM]
38	CCN(CC)S(=O)(=O)c1ccc(-c2nnc3sc4cccc(C)c4n23)cc1
  A: 0% | B: 2%[38.3 µM] | C: -0.7% | D: -4% | E: -23%[46.1 µM] | F: 1% | G: -11%
39	CCNc1nc(Oc2ccc(=O)n(C)n2)nc(N2CCOCC2)n1
  A: -1% | B: ? | C: 0.0% | D: 0% | E: 8%[46.1 µM] | F: 1% | G: -12%
40	O=C(NCCN1CCOCC1)c1cc(Cl)ccc1[N+](=O)[O-]
  A: -1% | B: 7% | C: 2.1% | D: 1% | E: 9% | F: 1% | G: -9%
41	Nc1[nH]ncc1C(=O)Nc1cccc(C(F)(F)F)c1
  A: -7% | B: -9%[38.3 µM] | C: -1.9% | D: 2% | E: 5%[46.1 µM] | F: -7% | G: -1%
42	CC(C)OCCCNC(=O)c1c(N)n(/N=C/c2ccccn2)c2nc3ccccc3nc12
  A: 4% | B: 15%[38.3 µM] | C: -0.2% | D: -9% | E: 1%[46.1 µM] | F: -10% | G: 6%
43	COc1cccc(CS(=O)(=O)c2nnnn2-c2ccccc2)c1
  A: -8% | B: 16% | C: 0.0% | D: -5% | E: · | F: 0% | G: ·
44	Cc1ccc(C)c(OCCn2cc(/C=C(\C#N)C(=O)NCc3ccco3)c3ccccc32)c1
  A: -14% | B: 11% | C: 1.1% | D: -1% | E: -23% | F: -1% | G: -1%
45	Cc1[nH]nc2c1C(c1ccc(F)cc1)C(C#N)=C(N)O2 (stereo not given)
  A: 1% | B: -1%[38.3 µM] | C: 5.5% | D: -2% | E: -6%[46.1 µM] | F: 2% | G: 4%
46	COc1ccc(C(=O)N2CCOCC2)cc1S(=O)(=O)N1CCCc2ccccc21
  A: 1% | B: -8% | C: -1.6% | D: 3% | E: -9% | F: 3% | G: ·
47	COc1ccc(C2(C(=O)Nc3nncs3)CCCC2)cc1
  A: 4% | B: 5%[38.3 µM] | C: -0.5% | D: -12% | E: -4%[46.1 µM] | F: 0% | G: 5%
48	CC1CN(Cc2cc(=O)n3ccsc3n2)CC(C)O1 (stereo not given)
  A: -2% | B: -1%[38.3 µM] | C: 0.0% | D: -8% | E: 0%[46.1 µM] | F: 2% | G: 11%[0.0737 µM]

In a second layout: entries from further up.
| # | Structure | CBFb RUNX1 block | IMPase Li cell | Epigenetic derep | aGal spleen mod | NPSR antag | Luc counter | LMNA splice mod |
| --- | --- | --- | --- | --- | --- | --- | --- | --- |
| 33 | Cc1ccc(/C=N/NC(=O)c2cccc(S(=O)(=O)N3CCOCC3)c2)o1 | 5% | 5% | -0.5% | -5% | -9% | 1% | -7%[46 µM] |
| 34 | O=C(CSc1nc2ncc(Cl)cc2[nH]1)c1ccc2c(c1)OCO2 | 5% | · | -1.7% | -4% | -39% | · | · |
| 35 | C=CCNC(=O)CSc1ccc(Cl)cc1 | 3% | 16%[38.3 µM] | 0.0% | -8% | -5%[46.1 µM] | 7% | 3% |
| 36 | Cc1cccn2cc(-c3cc4ccccc4oc3=O)nc12 | 3% | -9% | 1.1% | -12% | -2% | ? | · |
| 37 | CCc1nnc(NC(=O)c2ccc3nc(CC)c(CC)nc3c2)s1 | 5% | 6% | -1.4% | 5% | -9% | -1% | -11%[46 µM] |
| 38 | CCN(CC)S(=O)(=O)c1ccc(-c2nnc3sc4cccc(C)c4n23)cc1 | 0% | 2%[38.3 µM] | -0.7% | -4% | -23%[46.1 µM] | 1% | -11% |
| 39 | CCNc1nc(Oc2ccc(=O)n(C)n2)nc(N2CCOCC2)n1 | -1% | ? | 0.0% | 0% | 8%[46.1 µM] | 1% | -12% |
| 40 | O=C(NCCN1CCOCC1)c1cc(Cl)ccc1[N+](=O)[O-] | -1% | 7% | 2.1% | 1% | 9% | 1% | -9% |
| 41 | Nc1[nH]ncc1C(=O)Nc1cccc(C(F)(F)F)c1 | -7% | -9%[38.3 µM] | -1.9% | 2% | 5%[46.1 µM] | -7% | -1% |
